Screens: PubChem, National Center for Advancing Translational Sciences (NCATS)
HCMV antiviral: human cytomegalovirus inhibition; hit rate 4.5% among 410,000; HFF cells, HCMV-luciferase reporter, 72 h; active compounds read low; activity change, negative = inhibition, % at 57.5 µM; in the data active = activity change below about -60%; inconclusive = no clear call, values can overlap the other calls; inactive = above about -39%
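Steps: HFFs plated, 16 h 37C; compounds added; HCMV-luciferase added to MOI 1 PFU/cell; 72 h 37C; OneGlo reagent, 5 min room temperature; luminescence read, normalized to controls.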
AMA1-RON2 inh: inhibitors of Plasmodium falciparum AMA1-RON2 interaction | AID 720542 | Potency, µM (highest dose often 58.2 µM), for the others: at the highest dose activity change, negative = inhibition, hits mostly inhibitors | hit rate 0.2% among 360,000 | AlphaScreen AMA1-biotinylated RON2 peptide binding; active = well fitted inhibition curve with a large enough effect; inconclusive = small, poorly fitted or top-dose-only effect; inactive = no such curve, though single readings can be large or run the other way;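 also: potency is read from the fitted curve at half-maximal effect; 0% = vehicle wells and -100% = peptide control; nearly all actives have a fitted effect of over 45% in size; some results filed as inactive show a strong effect at the top dose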
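AMA1 (3D7) with his tag at 25 nM final met compounds first, then biotinylated RON2 peptide at 25 nM; detection used donor plus acceptor beads, 10 µg/mL apiece, read by AlphaScreen after 30 min at room temperature.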
Active calls of the source: *; ? = inconclusive; [ ] = dose if it differs, or a comment. Unless noted, % is scaled to controls: 0 for no effect and ±100 for the full control effect.

smiles	HCMV antiviral	AMA1-RON2 inh
CCOC(=O)[C@]12CCCC=C1N(Cc1ccc(Cl)cc1Cl)C(=O)[C@H](CC(=O)N1CCSCC1)C2	-15.0	-10.1%
CCc1cc(=O)oc2c(C)c(OS(C)(=O)=O)ccc12	38.2	16.8%
COc1ccccc1NC(=O)N(C)C[C@H]1OCc2cnnn2CCCC(=O)N([C@H](C)CO)C[C@@H]1C	-8.1	10.1%
COC(=O)[C@H]1C[C@H](OC(=O)NCC2CCCCC2)[C@@]2(O)CN(S(=O)(=O)c3ccc(C)cc3)CC2[C@H]1C(=O)OC (stereo not given in full)	10.9	-2.2%
COc1ccc(OC)c(C(=O)CCCCC(=O)c2cc(OC)ccc2OC)c1	-12.6	-14.7%
COc1ccc(-c2ccc(CN3C(CC(C)C)C(=O)N(Cc4cn(CC5CCCCC5)nn4)CCS3(=O)=O)cc2)cn1 (stereo not given)	-27.4	-9.4%
Cc1cccc(CN2CCN(C3CN(C4CCCCC4)S(=O)(=O)C3)CC2)c1 (stereo not given)	1.7	35.2%[activator]
N#Cc1cccnc1N1CCN(C(c2ccnc3ccccc23)c2nnnn2-c2ccc3c(c2)OCCO3)CC1 (stereo not given)	-2.1	-15.9%
COc1ccc(-c2cc3nc(NCCN4CCCC4)n(C)c(=O)c3s2)cc1OC	-14.6	-0.9%
CN(CC(=O)Nc1ccc(Cl)cc1)CC(=O)N1CCc2ccccc21	-5.1	0.0%
CCc1nc2ccc(C(=O)N3CCN(C(=O)c4ccco4)CC3)cn2c1N(C)Cc1ccc(OC)cc1	15.7	-6.9%
COc1ccc(S(=O)(=O)N2CCOCC2)cc1NC(=O)CN1C(=O)NC2(CCC(C)CC2)C1=O (stereo not given)	-1.9	12.3%
COCCN1C[C@@H](CO)O[C@@H](n2cnc3c(NCc4cc(OC)c(OC)c(OC)c4)ncnc32)C1	-7.9	6.3%
O=C(OCCOCCOC(=O)Oc1ccccc1)Oc1ccccc1	30.9	18.6%
CC(C)CC1C(=O)N(Cc2cn(CCC3OCCCO3)nn2)CCS(=O)(=O)N1Cc1ccc(-c2cccc(N(C)C)c2)cc1 (stereo not given)	8.9	-22.8%
CCCc1c(-c2cccc(Cl)c2)ncn1CCc1ccccc1OC	?	-18.0%
COc1ccc(NC(=O)C2Cc3c(-c4ccc5c(c4)OCO5)ccnc3O2)cc1OC (stereo not given)	-89.6*	?
Cn1c(=O)c2[nH]c(NN=Cc3ccccc3)nc2n(C)c1=O	29.8	76.7%[activator]
CC(C)(C)[C@@H]1C=C(C(N)=O)O[C@H](OCCCCO)C1	-24.7	31.2%[activator]
CC(C)(C)c1ccc(S(=O)(=O)NC(=O)C2(C)CCN2C(=O)c2cccc3ccccc23)cc1 (stereo not given)	-12.3	5.6%

Among those listed so far, two contain a tert-butyl group:
smiles	HCMV antiviral	AMA1-RON2 inh
CC(C)(C)[C@@H]1C=C(C(N)=O)O[C@H](OCCCCO)C1	-24.7	31.2%[activator]
CC(C)(C)c1ccc(S(=O)(=O)NC(=O)C2(C)CCN2C(=O)c2cccc3ccccc23)cc1 (stereo not given)	-12.3	5.6%

Next entries follow:
smiles	HCMV antiviral	AMA1-RON2 inh
CC(=O)Nc1cc(-c2cccc(C(=O)N(C)C)c2)cn2c(-c3ccccc3)cnc12	21.3	10.2%
COc1cc(OC)cc(C(=O)OCC(=O)NC2CCCCCCC2)c1	-11.0	1.7%
CC(C)(C)n1nnnc1C(c1cc2ccccc2o1)N1CCN(C(=O)OCc2ccccc2)CC1 (stereo not given)	-4.1	-3.6%
COc1ccc([C@H]2C[C@@H](n3cc(COC(=O)c4ccccc4)nn3)[C@H](O)CN2C(=O)c2cccs2)cc1	-20.8	-12.4%
O=c1ccncn1C1OC(CO)C(O)C1O (stereo not given)	-17.4	-21.3%
Cc1nnc(NS(=O)(=O)c2ccc(F)cc2)s1	-15.1	-1.2%
O=C1C=CC(=O)C2C1C1(Cl)C(Cl)=C(Cl)C2(Cl)C1(Cl)Cl (stereo not given)	?	2.6%
CN(C(=O)c1cccc(NC(=O)Cc2cccc(NC(=O)C3CCN(C(=O)C4CCC4)CC3)c2)c1)C1CCC1	20.9	-2.6%
Cc1ccc(OC2CCN(C(=O)[C@H]3O[C@@H](n4cnc5c(N)ncnc54)[C@H](O)[C@@H]3O)CC2)cc1	-18.2	-0.4%
CC(=O)OCC(=O)C1CCC2C3CCC4=CC(=O)C=CC4(C)C3CCC12C (stereo not given)	2.4	-8.6%
COC(=O)C1C2CC(=O)C(C2)C1C(=O)OC (stereo not given)	-13.9	4.0%
CC(C)OC(=O)N(C)C[C@H]1OCc2cnnn2CCCC(=O)N([C@@H](C)CO)C[C@H]1C	-0.8	0.9%
C#CCOCCOCCOCCNc1nc(N2CCN(C(=O)C([C@@H](C)CC)n3cc(C(N)CO)nn3)CC2)nc(N2CCN(C(=O)C([C@@H](C)CC)n3cc(C(N)COC(=O)C(F)(F)F)nn3)CC2)n1 (stereo not given in full)	4.1	41.3%[activator]
CC(=O)Nc1cccc(-c2cc3nc(NCc4cccnc4)n(C)c(=O)c3s2)c1	-5.7	-6.3%
COC(=O)C[C@H]1c2cc(C(F)(F)F)ccc2S(=O)(=O)N1C1CCCCC1	-8.8	5.4%
CC1CCCN(C(=O)Cn2c(=O)oc3cc(S(=O)(=O)N4CCCCC4C)ccc32)C1 (stereo not given)	-10.1	5.8%
CC1(C(=O)Nc2ccc3c(c2)OCCO3)CCN1Cc1ccccc1OC(F)F (stereo not given)	29.8	-1.8%
CCCNC(=O)C1(C)CCCN(Cc2ccc(-c3ccccc3)cc2)C1 (stereo not given)	64.3	9.0%
COc1ccccc1C(NC(=O)C1CCN(CCc2ccc(Br)cc2)CC1)c1ccccn1 (stereo not given)	35.8	-11.4%
CCCC[C@@H]1CC2=C(C(=O)OC(C)(C)O2)[C@@H](c2ccc(F)cc2)O1	-10.2	-3.8%
COc1ccccc1N1CCN(CCCN2C(=O)C3CCCN3C2=O)CC1 (stereo not given)	17.6	-6.2%
O=C(c1ccc2c(c1)OCCO2)N1CCN(c2ccc(C(F)(F)F)cn2)CC1	-60.4*	2.9%
COC(=O)[C@]12CCCCC=C1N(Cc1ccc3c(c1)OCO3)C(=O)[C@H](CC(=O)NCCCN1CCCC1=O)C2	2.3	2.3%
CSCCC(C(=O)Nc1c(C)cccc1C)n1c(-c2ccc(-c3ccccc3)cc2)nc2ccccc21 (stereo not given)	-1.8	-9.5%
O=C(Cn1nnc(-c2ccc(F)cc2)n1)NC(=O)NC1CCCCC1	-6.1	0.0%
CC(C)CNC(=O)C1(C)CCN1C(=O)c1ccc(C(C)(C)C)cc1 (stereo not given)	?	-8.8%
COC(=O)C12OCC34C(CC5C(C)=C(O)C(=O)CC5(C)C3C(O)C1O)OC(=O)C(OC(=O)C=C(C)C)C24 (stereo not given)	-98.6*	-7.5%
CC(C)(C)NC(=O)C1c2ccccc2OCC(=O)N1Cc1cccnc1 (stereo not given)	2.6	-5.5%
Cc1cc(NC(=O)c2ccc(OCC3CCCO3)cc2)ccc1Br (stereo not given)	-80.6*	7.1%
C[C@H](CO)N1C[C@H](C)[C@@H](CN(C)Cc2cccnc2)OCc2cnnn2CCCC1=O	12.6	-1.4%
Cn1cc(/C=C(\NC(=O)c2ccccc2)C(=O)NCCCn2ccnc2)c2ccccc21	15.4	6.0%
CCN(CC)S(=O)(=O)c1cccc(C(=O)NC(C(=O)NNC(=O)c2ccccc2F)C(C)C)c1 (stereo not given)	-12.0	71.5%[activator]
Cc1cc(C)c(C#N)c(Sc2nc(C)c([N+](=O)[O-])c(C)c2C#N)n1	-37.9	-3.3%
C[C@H]1CN([C@@H](C)CO)S(=O)(=O)c2ccc(C#CC3CC3)cc2O[C@@H]1CN(C)S(C)(=O)=O	-32.5	9.8%
CCc1nc2c(OCC(=O)c3ccc(Cl)cc3Cl)cccn2c1N(C)C(=O)c1cccs1	-6.3	-2.7%
CN(CC(=O)NCc1cccs1)CC(=O)Nc1ccccc1Cl	1.1	32.7%[activator]
C[C@H](CO)N1C[C@H](C)[C@@H](CN(C)S(=O)(=O)c2ccccc2F)OCc2cnnn2CCCC1=O	-4.3	2.7%
O=C(c1ccco1)N1CCN(C(=O)c2cnn(-c3ccc(F)cc3)c2-n2cccc2)CC1	19.8	24.9%
COc1ccc(-c2coc3c(C(=O)NCc4ccc(OC)c(OC)c4)cccc23)c(C)c1	-74.7*	?
CCCCC[C@@H](C)N1C[C@@H](COCc2ccccc2)Oc2cc(N3CCC[C@H]3COC)ccc2S1(=O)=O	-7.1	-3.6%
O=C(c1ccc(S(=O)(=O)Cc2cc(F)ccc2F)c([N+](=O)[O-])c1)N1CCOCC1	-22.7	-6.1%
O=C(c1ccco1)N1CC2(CC(c3ccc(Cl)cc3)=NO2)CN1Cc1ccc(Br)cc1 (stereo not given)	23.7	-4.6%
CCCCn1nnnc1C(CCc1ccccc1)N1CCC(n2c(=O)[nH]c3ccccc32)CC1 (stereo not given)	-101.3*	-6.8%
COC(=O)C(C(=O)OC)c1ccccc1NC(=O)OCc1ccccc1	-5.0	3.2%
Cc1cccc(C)c1NC(=O)C1(C)CSCC(=O)N1CCc1ccccc1F (stereo not given)	3.2	-13.1%
COc1ccc(-c2nc3cc(C)c(Br)c(C)n3c2Cc2ccc(C)cc2)cc1OC	2.8	-5.6%
Cc1ccc(C(O)c2ncc(-c3cccc(F)c3)[nH]2)cc1 (stereo not given)	61.8	-4.6%
O=c1oc2ccc3ccccc3c2cc1-c1nc2ccccc2o1	-3.4	9.2%
Cc1cccc(C)c1NC(=O)C(c1ccccc1F)n1c(=O)c(-c2ccco2)nc2ccccc21 (stereo not given)	24.9	-0.9%
COc1cccc(C(=O)NCCS(=O)(=O)N2CCN(c3ccccc3)CC2)c1OC	19.5	0.3%
O=C1NC[C@H](CCCCN2C[C@H](Cc3ccccc3)N(CCc3ccccc3)C(=O)C2=O)N(CC2CCCCC2)C1=O	19.5	61.9%[activator]
COC(=O)C1C2CC3c4[nH]c5cc(OC)ccc5c4CCN3CC2CC(OC2CCCCO2)C1OC (stereo not given)	-1.4	15.0%
COc1ccc(C(O)c2nc(-c3cncnc3)cs2)cc1 (stereo not given)	-3.2	-6.8%
CCOC(=O)[C@]12Cc3c(cc(OC)c(OC)c3OC)[C@H]1N(CCC(=O)OC)C(=O)c1ccccc12	-108.4*	-3.7%
Cn1cnnc1SCC(=O)N1CCc2ccccc2C1	24.2	-4.1%
COc1cc(CNc2ncnc3c2ncn3[C@H]2CN(CCc3ccccc3)C[C@@H](CO)O2)cc(OC)c1OC	-9.1	-13.0%
COc1ccc(CC(N)c2csc(NC(=O)NCCc3ccccc3)n2)cc1 (stereo not given)	9.0	39.2%[activator]
O=C(COC(=O)c1cc(S(=O)(=O)N2CCOCC2)ccc1Cl)NC1CCCCC1	-16.5	3.0%
COc1ccc2c(CN3CCCCCCC3)cc(=O)oc2c1	48.4	-8.3%
CCCCCC1(C(C)C)C(=O)NC(=S)NC1=O	17.3	36.4%[activator]

New compounds follow
smiles	HCMV antiviral	AMA1-RON2 inh
CCCC(=O)N1CCC1(C)C(=O)Nc1cccc(OC(C)C)c1 (stereo not given)	-6.3	20.6%
O=C1Nc2cccc3c2N(CCC3)C2=C1CCC2	-6.5	122.4%[activator]
COc1ccccc1CNc1nc(NCCOc2ccccc2Cl)c2sccc2n1	-61.3*	-16.5%
CC(C)(C)c1cc(NC(=O)c2cccs2)no1	79.3	3.4%
CC(=O)Nc1ccc(NC(=O)C2Cc3c(-c4ccco4)ccnc3O2)cc1 (stereo not given)	-22.9	6.5%
C=CCNC(=S)N1Cc2cc(Br)ccc2-n2nncc2C1	-17.7	14.8%
O=S(=O)(Oc1ccccc1)c1ccc(Cl)c(Cl)c1	-5.3	40.2%[activator]
CC(C)OC(=O)C1OC1(C)c1ccccc1 (stereo not given)	-6.7	8.4%
O=C(CC1CCCC1)NCCS(=O)(=O)N1CCN(c2ccccc2)CC1	-5.1	14.4%
Cc1cccc(CCNS(=O)(=O)c2ccc(S(=O)(=O)N3CCC(C)CC3)cc2)c1	25.4	8.4%
COC(=O)c1ccc(C(=O)N2CCCCCC2(C)C(=O)NC(C)C)cc1 (stereo not given)	2.3	-8.1%
CN(N=O)c1ccc(CC2CCc3ccccc32)cc1 (stereo not given)	0.8	22.6%
CC(=O)Nc1cc(-c2ccc(F)cc2)cn2c(-c3ccc(F)cc3)cnc12	-26.1	27.1%
COc1cc(C=O)ccc1OCCOCCOc1ccc(Cl)cc1Cl	16.5	-2.3%
CSc1ccccc1NC(=O)C1(C)CCN1C(=O)Cc1ccc(Cl)cc1Cl (stereo not given)	-15.1	-6.3%
CC(C)(C)S(=O)N1Cc2cc(C(=O)NCCCN3CCOCC3)nc(-c3cccc(-c4cc5ccccc5o4)c3)c2[C@H]1CCO (stereo not given in full)	5.3	-10.1%
OC[C@@H]1CN(Cc2ccc(F)cc2)C[C@H](n2cnc3c(N4CCCC4)ncnc32)O1	-20.5	-18.1%
CCCC(=O)NC1=C(Cl)C(=O)c2ccccc2C1=O	?	15.3%

Not all compounds are listed; rates above refer to the full screens.
